# Assay outcomes deposited in PubChem by several laboratories.
# MEKK2 mut-MEK5 – signal of MEK5 binding to mutant human MEKK2 PB1 domain; bead flow cytometry, Alexa488-MEK5 binding to MEKK2 mutant; percent response, % at 10 µM; hit rate 0.35% among 290,000; AID 1530; in the data active = percent response above about 24%, passing the limit was not always enough; also: inactives centre near 1; some results filed as inactive read as strong as hits; reference of the scale not given here
# MEKK2 WT-MEK5 – raises or lowers MEK5 binding to wildtype human MEKK2 PB1 domain; binding response (% of control), % at 10 µM; hit rate 1.1% among 290,000; AID 1531; bead flow cytometry, Alexa488-MEK5 binding to MEKK2 WT; actives lie on both sides; in the data active = binding response below about 67% or above about 130%
# GPR7 antag – blocks human GPR7 receptor signaling. P48145. GPR7-expressing cells, fluorescence antagonist assay. inhibition, % at 4.4 µM. hit rate 1.1% among 290,000; in the data active = inhibition above about 16%, passing the limit was not always enough;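 also: cells stimulated with the agonist NPW; 0% = agonist with vehicle and 100% = vehicle without agonist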
# Target sequence (P48145 whole entry, looked up): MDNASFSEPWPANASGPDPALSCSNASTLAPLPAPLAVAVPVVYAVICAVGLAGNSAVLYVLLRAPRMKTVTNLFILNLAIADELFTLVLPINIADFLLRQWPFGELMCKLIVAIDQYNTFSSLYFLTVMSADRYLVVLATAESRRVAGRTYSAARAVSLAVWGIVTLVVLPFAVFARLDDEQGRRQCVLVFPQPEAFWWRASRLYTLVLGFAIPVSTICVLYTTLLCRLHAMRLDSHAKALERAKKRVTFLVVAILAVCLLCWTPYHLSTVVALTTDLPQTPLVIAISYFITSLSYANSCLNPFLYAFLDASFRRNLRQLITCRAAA
# PHOSPHO1 inh – blocks human PHOSPHO1 phosphatase activity | recombinant PHOSPHO1, absorbance phosphatase assay | inhibition, % at 13.3 µM | hit rate 1.1% among 290,000; in the data active = inhibition above about 60%
# Target sequence (Q8TCT1 whole entry, looked up): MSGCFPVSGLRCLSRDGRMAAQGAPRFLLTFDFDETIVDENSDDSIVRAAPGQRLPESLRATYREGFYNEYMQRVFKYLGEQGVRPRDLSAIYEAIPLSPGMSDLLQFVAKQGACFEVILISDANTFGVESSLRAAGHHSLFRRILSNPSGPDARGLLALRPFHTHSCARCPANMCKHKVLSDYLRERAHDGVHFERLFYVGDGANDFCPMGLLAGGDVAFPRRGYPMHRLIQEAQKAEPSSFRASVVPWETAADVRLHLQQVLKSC
# MEKK3 PB1 HTS – modulators (inhibitors or enhancers) of MEK5 binding to human MEKK3 PB1 domain | Q99759 | bead-based flow cytometry, Alexa488-MEK5 binding to MEKK3; actives lie on both sides; 0 = blocked by unlabeled MEK5, 100 = vehicle | binding response (% of control), % at 10 µM | hit rate 1.4% among 290,000 | AID 1529;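 active = binding response more than 3 SD above or below the average of its plate-row segment, actives on both sides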;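 also: Alexa488 bead fluorescence after subtracting the streptavidin-only scavenger bead signal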
# NALP1 inh – blocks the NALP1 inflammasome reconstituted in yeast; S. cerevisiae NALP1/ASC/caspase-1 growth, X-gal OD620, 72 h; inhibition, % at 10 µM; hit rate 0.61% among 280,000; AID 2071; in the data active = inhibition mostly above about 24%, no sharp cut-off; inactive = mostly below about 32%; also: some compounds called inactive have numbers as strong as hits
# V1aR counter – V1a receptor agonism, counter-screen for OXTR agonists. P37288. hit rate 0.25% among 320,000. activation, % at 3 µM. CHO-V1R cells, Fluo-8 calcium fluorescence, agonist mode; 0% DMSO, 100% 3 nM vasopressin;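 active = activation above the mean activation of all tested compounds plus 3 SD, per screening run, cut at about 20% in these data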;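 also: signal is peak over basal fluorescence ratio across a 100 second FLIPR read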
# GalR3 antagonist – blocks the human galanin receptor 3; hit rate 0.44% among 360,000; inhibition, % at 3 µM; HEK293 GalR3-CNG cAMP membrane potential fluorescence; galR3 body fused to GalR1 C-terminus; O60755;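 active = inhibition above the screen-wide average plus 3 SD, cut at about 13% in these data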;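 also: forskolin and galanin both at EC90 stimulate the cells; cAMP rise reported by CNG channel membrane potential dye signal; 0% = forskolin plus galanin with DMSO and 100% = forskolin alone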
# OXTR agonist – agonists of human oxytocin receptor; hit rate 0.32% among 320,000; activation, % at 3 µM; CHO-OTR cells, Fluo-8 calcium fluorescence; normalized: DMSO 0%, oxytocin 100%;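 active = activation above the mean of all tested compounds plus 3 SD, cutoff set per screening run, cut at about 20% in these data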;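 also: peak over basal fluorescence ratio from a 100 s FLIPR kinetic read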
# Target sequence (P30559 whole entry, looked up): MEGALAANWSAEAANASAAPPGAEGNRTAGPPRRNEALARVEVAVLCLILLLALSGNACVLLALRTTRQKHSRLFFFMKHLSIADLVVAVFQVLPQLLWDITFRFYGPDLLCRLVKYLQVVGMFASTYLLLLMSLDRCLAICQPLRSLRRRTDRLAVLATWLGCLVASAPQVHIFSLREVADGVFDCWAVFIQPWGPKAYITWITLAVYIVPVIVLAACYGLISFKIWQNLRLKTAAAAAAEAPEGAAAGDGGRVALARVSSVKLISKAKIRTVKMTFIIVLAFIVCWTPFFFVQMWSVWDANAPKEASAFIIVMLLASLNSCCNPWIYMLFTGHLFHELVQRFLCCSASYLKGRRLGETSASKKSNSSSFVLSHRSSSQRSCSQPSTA
# Starred values were filed as active, the others as inactive; . = no result given.
no.	SMILES	MEKK2 mut-MEK5	MEKK2 WT-MEK5	GPR7 antag	PHOSPHO1 inh	MEKK3 PB1 HTS	NALP1 inh	V1aR counter	GalR3 antagonist	OXTR agonist
1	CC1=C(C(=O)Nc2ccccc2)C(c2cccnc2)n2ncnc2N1 (configuration not stated)	-8.0	89.0	-9.7	36.8	96.0	6.1	-0.1	-3.9	0.7
2	NC(=O)CCC(NC(=O)c1ccc(Cl)cc1)C(=O)O (configuration not stated)	-6.0	94.0	-10.7	-15.8	96.0	-2.0	0.2	-0.4	0.7
3	Fc1c(F)c(F)c(N=Cc2ccc3ncccc3c2)c(F)c1F	-2.0	95.0	2.2	-11.5	98.0	34.9	0.6	-2.0	-0.5
4	CCn1c(SCC(=O)NC2CCCC2)nnc1-c1cccnc1	-4.0	99.0	-6.7	-8.7	94.0	3.5	-0.4	-8.4	0.8
5	CC(C)CCN1CCN(Cc2cccc3nonc23)CC1CCO (configuration not stated)	-9.0	93.0	24.3*	10.6	97.0	11.5	0.9	0.8	1.0
6	N=c1n(Cc2ccccc2)c2ccccc2n1CC(O)COc1ccccc1 (configuration not stated)	3.0	108.0	14.9	8.5	97.0	-6.1	6.9	-9.9	9.1
7	Cc1nn(C)c(Oc2cccc(Cl)c2)c1C=O	-1.0	94.0	6.3	10.1	100.0	6.8	-0.2	-2.9	-1.7
8	O=C1NC(CCc2ccccc2)C(=O)N1Cc1ccccc1Cl (configuration not stated)	6.0	98.0	8.2	8.4	94.0	27.3	2.9	2.4	2.3
9	O=C(NCCc1cccs1)C1CC(c2ccc([N+](=O)[O-])cc2)=NO1 (configuration not stated)	6.0	104.0	9.7	28.1	102.0	4.1	3.1	-4.4	3.5
10	Cc1ccc2nc(NC(=O)C3CC(=O)N(Cc4ccco4)C3)sc2c1 (configuration not stated)	-6.0	97.0	12.4	57.0	105.0	22.1	3.1	0.0	3.7
11	CCN(CC)CCNC(=O)CNC(=O)c1nn(-c2ccc(OC)c(OC)c2)c(=O)c2ccccc12	-2.0	95.0	-9.4	9.3	94.0	-10.1	1.1	-5.8	0.7
12	Cc1ccc(S(=O)(=O)CCSc2nc(C)cc(C(F)(F)F)c2C#N)cc1	7.0	99.0	-6.5	-0.8	106.0	-6.9	-0.8	-2.7	-2.3
13	COc1ccc2nc(NC(=O)c3ccc4ncsc4c3)sc2c1	-3.0	102.0	-13.0	16.6	97.0	20.1	4.0	.	-1.6
14	COc1ccc(C(=O)NCc2nnc(SCC(=O)Nc3cc(C)cc(C)c3)o2)cc1OC	3.0	107.0	-4.6	7.0	110.0	7.4	0.7	-4.0	-0.5
15	CCc1c(C)nc(N2CCN(c3ccc(Cl)cc3)CC2)[nH]c1=O	4.0	102.0	-15.1	3.3	97.0	12.9	4.0	2.1	2.2
16	COc1ccc(-c2[nH]ncc2CN(C)Cc2ccccn2)c(OC)c1	-10.0	86.0	3.7	2.3	97.0	-14.2	-0.3	-3.8	0.5
17	COc1ccc(S(=O)(=O)NCc2ccc3c(c2)cc(C)n3C)cc1	1.0	85.0	-3.9	15.2	93.0	5.7	3.3	.	2.0
18	COc1ccc(CCNC(=O)C(C)OC(=O)c2nsc(Cl)c2Cl)cc1OC (configuration not stated)	-2.0	101.0	1.2	47.4	101.0	14.9	0.8	4.9	2.0
19	COc1ccc(N=NC2C(=O)N(c3ccccc3)N=C2C)cc1 (configuration not stated)	-3.0	104.0	-8.4	-10.9	105.0	6.5	-0.4	-2.5	-1.9
20	COc1ccc(S(=O)(=O)n2ccnc2C)c(C)c1C	4.0	102.0	-13.2	13.9	100.0	31.1	1.1	-11.0	1.1
21	CCCC(=O)c1c[nH]c(C(=O)NCCc2ccccn2)c1	-9.0	87.0	-9.4	7.2	82.0	-3.5	-0.3	0.0	0.2
22	O=C(N1CCOCC1)C12CC3CC(C1)CC(n1cnc(Cl)n1)(C3)C2	0.0	102.0	-8.1	13.4	100.0	30.3	-0.2	1.4	-0.3
23	CCN(CC)C(=O)c1[nH]cnc1C(=O)NCC(=O)OC(C)(C)C	-6.0	95.0	-7.7	26.5	102.0	11.8	0.0	0.2	0.9
24	COc1ccc(S(=O)(=O)N2CCN(CC3CC=CCC3)CC2)cc1 (configuration not stated)	-2.0	106.0	13.7	6.4	103.0	11.7	1.1	-7.9	0.3
25	CCn1c(COc2ccccc2C)nnc1SCC(=O)N1CCN(c2ccccc2)CC1	0.0	101.0	-10.8	18.0	106.0	47.8	8.8	-8.6	8.8
26	CCOC(=O)/C(C#N)=C/c1c(N2CCN(C)CC2)nc2ccccn2c1=O	9.0	108.0	-10.0	9.8	101.0	13.2	0.6	1.7	0.4
27	Nc1nc(SCC(=O)N2N=C3/C(=C/c4ccco4)CCCC3C2c2ccco2)n[nH]1 (configuration not stated)	0.0	97.0	-14.7	44.6	101.0	-4.9	-1.3	-2.2	-2.4
28	Cc1cc(C)c2cc(C(=O)N3CCc4ccccc4C3)[nH]c2c1	3.0	96.0	-11.3	26.8	104.0	.	0.2	-1.9	-2.4
29	Cc1ccc(-n2c(=S)[nH]c3nc4c(cc3c2=O)COC(C)(C)C4)cc1	8.0	107.0	4.7	3.1	97.0	-1.1	0.5	-2.0	-1.2
30	COc1ccc(/C=N/NC(=O)CCOc2ccccc2C)cc1OC	2.0	104.0	-1.0	-3.4	106.0	16.0	2.0	5.0	0.5
31	CCOC(=O)C1CCCCN1Cc1ccc(C(F)(F)F)cc1 (configuration not stated)	1.0	99.0	-5.1	11.6	104.0	7.7	0.9	1.8	-1.0
32	CO/N=C(\Cn1ncc(N2CCCC2)c(Cl)c1=O)c1ccc(Cl)cc1	6.0	108.0	6.3	-12.2	109.0	22.4	-0.2	-2.1	-2.5
33	CCOC(=O)c1cc2sccc2n1Cc1ccccc1	13.0	107.0	-3.1	-5.7	105.0	12.8	0.2	-6.4	-0.4
34	Cc1cccc(C2c3[nH]c4ccccc4c3CCN2C(=O)c2cc3c([nH]c2=O)CCCC3)n1 (configuration not stated)	-2.0	92.0	1.9	23.4	97.0	-2.4	-0.6	-6.6	-1.9
35	COc1ccc(CNC(=O)COC(=O)c2ccccn2)cc1	-1.0	111.0	-10.9	9.5	121.0	-6.2	-0.7	-4.3	-0.4
36	Cc1ncc(CN2CCN(CCc3ccccc3)C(CCO)C2)s1 (configuration not stated)	-6.0	97.0	3.1	40.8	102.0	-12.0	0.7	-1.4	0.4
37	CCn1c(CC(=O)Nc2ccc(C)cc2)n[nH]c1=S	2.0	103.0	3.1	16.5	103.0	-40.5	-0.8	-1.1	0.1
38	COc1cc2c(cc1NC(=O)/C=C/c1ccc([N+](=O)[O-])cc1)oc1ccccc12	-2.0	94.0	3.0	11.1	93.0	13.2	-0.3	-0.3	0.1
39	Cc1cc(C)cc(Oc2nc(-c3ccccc3)cc(C)c2S(C)(=O)=O)c1	4.0	108.0	-9.5	8.6	107.0	43.9	0.7	0.0	-0.9
40	COc1ccc(Cn2c(C(F)(F)F)ccc(C(N)=O)c2=O)cc1	-5.0	94.0	-2.1	0.4	101.0	3.8	8.6	5.6	3.1
41	CCOC(=O)c1cnc2cc3c(cn2c1=O)CCCC3	.	.	-0.8	37.9	.	-4.2	0.1	-6.2	0.7
42	COc1ccc(OC)c(C2C(C(N)=O)=C(C)Nc3nc(CCCO)nn32)c1 (configuration not stated)	8.0	115.0	3.8	14.1	112.0	21.9	0.0	3.5	0.0
43	O=C(Cn1nnc(-c2ccccc2)n1)N/N=C/c1cc([N+](=O)[O-])ccc1O	11.0	105.0	-3.1	3.0	99.0	-2.8	-0.1	-0.3	-0.4
44	Cc1ccc(NC(=O)C2=C(C(=O)O)CCCC2)cc1F	9.0	105.0	-9.8	-1.3	102.0	12.7	-0.1	-5.3	0.3
45	COc1cc2c(cc1OC)C(C(=O)NCCN(C)C)C(c1cccs1)N(C)C2=O (configuration not stated)	-8.0	90.0	6.6	6.7	95.0	2.3	0.6	-6.0	0.5
46	Cc1ccccc1NC(=O)CN1CCN(C)CC1	8.0	109.0	-1.9	26.5	110.0	-5.4	-0.3	-12.3	1.7
47	CC1Cc2cc(S(=O)(=O)NCc3ccccc3)ccc2N1C(=O)C1CCC1 (configuration not stated)	-2.0	99.0	-10.2	22.2	100.0	26.4	6.9	0.5	6.9
48	C[C@@H](NC(=O)OC(C)(C)C)c1nnc(S(=O)(=O)Cc2ccccc2)o1	5.0	102.0	1.1	41.5	99.0	26.0	1.1	2.2	0.4
49	N=C(N)c1ccc(OCCCCCOc2ccc(C(=N)N)cc2)cc1	12.0	150.0*	-3.1	15.8	69.0	20.5	0.6	.	0.6
50	Cc1cccc(NC(=S)N(CCCN2CCOCC2)Cc2ccco2)c1	-6.0	95.0	3.4	-9.8	96.0	-13.7	0.0	-2.5	0.4
51	COc1ccc(C)cc1S(=O)(=O)N(C)CC(=O)Nc1ccccc1	5.0	103.0	-4.6	14.1	102.0	34.0	-0.1	0.1	-0.8
52	CCOCCCn1c(=S)[nH]c2cc3c(cc2c1=O)OCO3	.	.	-9.5	19.9	.	.	0.1	-5.0	0.4
53	Cc1ccnc(NC(=O)c2ccoc2C)c1	-2.0	96.0	-3.9	-9.0	98.0	17.4	1.3	-0.8	0.1
54	CC(C)=CCN1CCN(Cc2c[nH]c3ccccc23)CC1CCO (configuration not stated)	13.0	101.0	-15.0	35.7	100.0	8.7	0.6	-11.5	1.1
55	O=c1cc(CN2CCCCCC2)nc2sccn12	-8.0	92.0	-14.2	14.8	95.0	11.6	0.9	0.9	0.9
56	CCN1C(=O)N[C@@H](c2cccc(F)c2)C(C(C)=O)=C1C	-1.0	104.0	.	.	102.0	.	0.7	-0.6	-1.1
57	Nc1ccc(C(=O)OC2CCOC2=O)cc1[N+](=O)[O-] (configuration not stated)	-1.0	99.0	-5.0	0.3	98.0	12.5	-0.7	-6.5	1.3
58	COc1ccc(NC(=O)CSCCc2ccccn2)cc1OC	-6.0	97.0	-1.4	-9.7	99.0	5.2	0.1	-3.6	3.4
59	CCOC(=O)N1CCN(C(=O)C2CCC(CNS(=O)(=O)c3ccccc3)CC2)CC1 (configuration not stated)	3.0	99.0	-5.8	3.8	95.0	2.8	0.9	-3.1	-0.4
60	Cc1cccnc1NC(=O)CCc1c[nH]c2ccccc12	-2.0	95.0	16.7	14.5	98.0	1.9	0.4	7.4	-0.3
61	CCn1ncc(/C=N\NC(=O)COc2ccccc2)c1C	-3.0	90.0	-1.3	9.3	91.0	31.7	1.5	2.2	1.7
62	COc1ccc(/C=N/NC(=O)c2ccc(N(C)S(=O)(=O)c3ccccc3)cc2)c(OC)c1	-3.0	94.0	-14.6	-17.0	92.0	11.3	1.1	-6.5	-0.4

# Four structures already listed, ordered by length of the SMILES, falling.
no.	SMILES	MEKK2 mut-MEK5	MEKK2 WT-MEK5	GPR7 antag	PHOSPHO1 inh	MEKK3 PB1 HTS	NALP1 inh	V1aR counter	GalR3 antagonist	OXTR agonist
42	COc1ccc(OC)c(C2C(C(N)=O)=C(C)Nc3nc(CCCO)nn32)c1 (configuration not stated)	8.0	115.0	3.8	14.1	112.0	21.9	0.0	3.5	0.0
52	CCOCCCn1c(=S)[nH]c2cc3c(cc2c1=O)OCO3	.	.	-9.5	19.9	.	.	0.1	-5.0	0.4
44	Cc1ccc(NC(=O)C2=C(C(=O)O)CCCC2)cc1F	9.0	105.0	-9.8	-1.3	102.0	12.7	-0.1	-5.3	0.3
58	COc1ccc(NC(=O)CSCCc2ccccn2)cc1OC	-6.0	97.0	-1.4	-9.7	99.0	5.2	0.1	-3.6	3.4
